# Tn6 DDE FP = inhibitors of Tn6 peptide binding to human fibrin DD(E) | Fibrin DD(E) TRITC-Tn6 fluorescence polarization displacement | 0.21% of 370,000 active | inhibition, % at 8.3 µM;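 active means inhibition above a per-campaign cutoff: mean of compounds within control limits plus 3 SD, cut at about 15% in these data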;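 further: 0% = median of all compound wells on the plate and 100% = blocking peptide control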
# ARFGAP1 inhibitor = inhibitors of rat ARFGAP1; inhibition, % at 16.5 µM; Arfgap1-stimulated ARF1 GTP hydrolysis, GDP FP detection; AID 651572; Q62848; 0.26% of 360,000 active;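 active means inhibition above a per-plate limit, mean inhibition of low control wells plus 3 SD, cut at about 25% in these data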;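 further: 0% = DMSO wells with enzyme and 100% = wells lacking Arfgap1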
#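 System: truncated rat Arfgap1 GAP domain / Benchmarks: high control wells lacking Arfgap1, low control full reaction with DMSO / Times: compound-enzyme preincubation 20 min, reaction 120 min, detection 60 min, 25 °C / Repeats: one replicate per compound / Also added: human ARF1(Δ1-17)-GTP substrate / Measured by: Tracer-displacement fluorescence polarization with EDTA stop, 620/688 nm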
# ASAP1 inh = inhibitors of human ASAP1 ArfGAP activity; AID 624377; ASAP1-stimulated ARF1 GTP hydrolysis, GDP FP detection; 0.19% of 360,000 active; Q9ULH1; inhibition, % at 16.5 µM; in the data active means inhibition above about 25%;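 further: 0% = vehicle with enzyme and substrate and 100% = no enzyme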
# PLCg1 inh = inhibitors of human phospholipase C gamma1; purified PLC-gamma1, fluorogenic substrate, fluorescence; inhibition, % at 12.2 µM; 0.84% of 370,000 active; in the data active means inhibition above about 9.5%
# ADAM10 inh = inhibits human ADAM10 | 0.62% of 370,000 active | recombinant ADAM10, EDANS/DABCYL FRET peptide cleavage, 3 h | O14672 | AID 720582 | inhibition, % at 7 µM;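 active means inhibition above a per-campaign cutoff equal to the mean of compounds falling between control-based bounds plus 3 SD, cut at about 20% in these data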;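 further: 0% = DMSO wells while the 100% control is not disclosed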
# ADAM17 inh = inhibitors of human ADAM17. 0.83% of 370,000 active. P78536. inhibition, % at 6.95 µM. recombinant ADAM17, EDANS/DABCYL FRET peptide cleavage;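 active means inhibition above the mean of compounds lying between control limits plus 3 SD, set per campaign, cut at about 8.5% in these data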;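 further: 0% = DMSO-only wells as the low control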
# TDP2 inh = TDP2 (human) inhibition, absorbance primary screen; inhibition, % at 12.8 µM; recombinant TDP2, T5PNP hydrolysis, p-nitrophenol absorbance 415 nm; O95551; 0.34% of 370,000 active;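 active means inhibition above the mean of all tested compounds plus 3 SD, set per campaign, cut at about 25% in these data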;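 further: 0% = DMSO with enzyme and 100% = buffer with substrate but no TDP2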
#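 System – recombinant human TDP2 · Amount – 120 nM TDP2 per well · Buffer or medium – Mg2+-containing Tris-HCl buffer, pH 7.5 · Reagent – T5PNP substrate, 5 mM · Dosing – 12.8 µM single point, 1% DMSO · Incubation – 2 h at 37 °C · Measured by – epi absorbance · Read-out basis – percent inhibition · Benchmarks – high control without enzyme, low control DMSO plus TDP2 · Repeats – singlicate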
# SIAE primary = inhibitors of human sialic acid acetylesterase SIAE. 0.69% of 370,000 active. SIAE FP-Rh probe binding, fluorescence polarization. inhibition, % at 9.66 µM;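 active means inhibition above a cutoff: mean of compounds within the control limits plus 3 SD of those, cut at about 17% in these data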;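 further: 0% = plate median of compound wells and 100% = probe without SIAE protein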
# PLC-beta3 inh = PLC-beta3 (human) inhibition, primary screen. Q01970. Purified PLC-beta3, fluorogenic substrate, fluorescence. inhibition, % at 12.2 µM. 0.18% of 370,000 active; in the data active means inhibition above about 11%;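 further: 0% = median of compound wells on plate and 100% = full blocker control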
# Target sequence (Q01970 whole entry, looked up): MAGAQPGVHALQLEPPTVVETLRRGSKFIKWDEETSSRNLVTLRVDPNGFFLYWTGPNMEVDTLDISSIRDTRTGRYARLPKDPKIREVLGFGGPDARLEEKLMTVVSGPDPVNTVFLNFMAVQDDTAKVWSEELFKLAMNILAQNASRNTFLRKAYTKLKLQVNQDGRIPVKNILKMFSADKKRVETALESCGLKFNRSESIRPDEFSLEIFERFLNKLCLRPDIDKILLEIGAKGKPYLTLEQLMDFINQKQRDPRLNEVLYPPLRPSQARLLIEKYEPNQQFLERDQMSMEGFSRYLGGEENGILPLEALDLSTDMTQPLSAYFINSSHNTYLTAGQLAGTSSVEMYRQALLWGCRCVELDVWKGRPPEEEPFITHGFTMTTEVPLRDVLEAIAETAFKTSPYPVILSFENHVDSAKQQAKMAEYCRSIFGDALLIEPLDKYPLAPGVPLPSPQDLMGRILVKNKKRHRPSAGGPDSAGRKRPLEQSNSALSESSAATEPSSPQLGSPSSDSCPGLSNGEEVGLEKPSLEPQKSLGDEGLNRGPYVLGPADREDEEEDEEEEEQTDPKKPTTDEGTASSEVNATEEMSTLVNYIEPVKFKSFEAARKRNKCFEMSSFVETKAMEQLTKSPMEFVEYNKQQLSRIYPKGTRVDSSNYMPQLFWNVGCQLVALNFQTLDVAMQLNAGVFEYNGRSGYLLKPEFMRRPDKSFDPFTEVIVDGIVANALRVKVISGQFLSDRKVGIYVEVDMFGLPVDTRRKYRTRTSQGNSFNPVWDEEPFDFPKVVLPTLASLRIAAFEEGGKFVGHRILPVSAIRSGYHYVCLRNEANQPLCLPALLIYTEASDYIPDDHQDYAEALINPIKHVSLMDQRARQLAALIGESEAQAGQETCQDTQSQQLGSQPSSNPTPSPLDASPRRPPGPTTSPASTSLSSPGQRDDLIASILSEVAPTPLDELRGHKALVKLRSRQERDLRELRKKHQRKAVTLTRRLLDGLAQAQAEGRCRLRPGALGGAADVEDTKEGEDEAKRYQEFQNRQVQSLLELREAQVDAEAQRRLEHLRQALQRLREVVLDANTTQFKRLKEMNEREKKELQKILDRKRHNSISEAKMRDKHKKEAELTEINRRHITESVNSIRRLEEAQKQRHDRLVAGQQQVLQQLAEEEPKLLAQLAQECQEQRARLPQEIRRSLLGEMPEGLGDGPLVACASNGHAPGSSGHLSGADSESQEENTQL
# Tn7 DDE FP = disrupts Tn7 cyclic peptide binding to fibrin D-Dimer-E complex; inhibition, % at 8.3 µM; 0.13% of 370,000 active; FP displacement of FITC-Tn7 peptide from fibrin DD(E); 0% = median of compound wells per plate;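 active means inhibition above the mean of compounds falling within the control limits plus 3 SD of them, cut at about 14% in these data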;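 further: 0% = plate median of compound wells and 100% = 10 µM Aha-Tn7 peptide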
#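 Also added: labelled Tn7 tracer, 0.1 µM; Assay system: human fibrin DD(E) protein; Amount: 2 µM fibrin DD(E); Schedule: 10 min compound pre-incubation, 3 h probe incubation at room temperature; Repeats: one replicate per compound; Read-out basis: percent inhibition; Measured by: fluorescence polarization of the labelled Tn7 tracer.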
# * = called active by the depositor; i = inactive; / = not tested or not shown. An unsorted share of the library (roughly 3.6% active in at least one column).
SMILES,Tn6 DDE FP,ARFGAP1 inhibitor,ASAP1 inh,PLCg1 inh,ADAM10 inh,ADAM17 inh,TDP2 inh,SIAE primary,PLC-beta3 inh,Tn7 DDE FP
Cc1ccc(C)c(NC(=O)CN2C(=O)C3CC=CCC3C2=O)c1 (stereo not drawn),-6,2,-1,0,-11,-2,4,0,-1,1
O=C(NCCOc1ccccc1)N1[C@H]2CC[C@@H]1C=C(c1ccc(F)cc1OCc1ccccc1)C2,0,-2,12,1,-4,-1,-7,-5,4,-2
Cc1ccc(C2(C)NC(=O)N(CC(=O)Nc3cc(S(=O)(=O)N4CCOCC4)ccc3C)C2=O)cc1 (stereo not drawn),0,14,-6,10*,10,4,-13,-4,9,-3
CC(C)Cn1c(N)c(C(=O)NCc2cccs2)c2nc3ccccc3nc21,4,2,16,i,i,-151,62*,-11,i,-4
CCN(CC)CCn1c2ccccc2c2nc(C)sc21,-3,24,10,0,-15,1,-7,1,-1,-3
COc1ccccc1NS(=O)(=O)c1cc([N+](=O)[O-])ccc1N/N=C/c1c(C)[nH]c2ccccc12,-1,10,-3,-8,6,-2,6,6,-10,-3
CCOc1ccc(-n2nnnc2SCC(=O)Nc2ccc(NC(C)=O)cc2)cc1,5,-4,20,0,-3,-3,-8,-19,-1,3
COc1ccc(OCc2cc(C(=O)NC(C)c3csc(C)n3)no2)c(Cl)c1 (stereo not drawn),-8,-6,-7,1,3,-1,-2,1,-7,-5
O=C(Nc1ccc(N2CCN(C(=O)c3ccco3)CC2)cc1)c1ccc(F)cc1,-7,-2,3,1,2,-1,6,12,4,-4
NC(=O)c1ccc(N=Cc2c(O)ccc3ccccc23)cc1,3,5,11,0,1,-4,1,-5,-9,5
COc1cc(/C=C2\SC(N)=NC2=O)ccc1OCC(=O)Nc1ccccc1C,-1,-9,-2,-4,-14,-2,11,-27,-9,1
COc1ccc(C(c2nnnn2C(C)(C)C)N2CCN(c3nc4ccccc4s3)CC2)cc1OC (stereo not drawn),1,5,-1,3,9,-1,0,5,5,-4
Cc1ccc(-c2nc3ncccc3o2)cc1NC(=O)c1cccnc1,-3,6,-2,0,-8,-8,-8,-9,-7,4
Cc1nc2oc(C(=O)c3ccc(Br)cc3)c(N)c2c2c1COC(C)(C)C2,1,-2,7,0,-6,0,4,5,-5,-9
CC1=C(C(=O)Nc2cc(C(=O)N3CCC(C)CC3)ccc2C)SCCO1,-4,-3,7,3,-7,0,-13,3,-7,-4
Cc1c(CC(=O)NCC(C)C)c(=O)oc2cc3c(cc12)CCC(C)(C)O3,0,15,-9,-181,i,i,8,-4,-257,5
CCOc1ccc(C(=O)NC(C)C2COc3ccccc3O2)cc1 (stereo not drawn),-2,0,4,3,6,2,-6,5,1,-8
Cc1cccc(-c2noc(CCc3ccccc3)n2)c1,8,19,5,2,1,1,-4,-3,7,11
CCOC(=O)C1(CCOc2ccccc2)CCN(Cc2ccc(COC)o2)CC1,2,-3,1,2,-2,0,8,8,0,-1
Cc1cccc(-n2nc3c(c2NC(=O)C(C)C)CS(=O)(=O)C3)c1C,-8,3,-5,-1,3,0,9,2,2,2
O=C1Nc2ccc(Cl)cc2C(C#CC2CC2)(C(F)(F)F)O1 (stereo not drawn),-6,0,-3,0,15,4,0,-3,1,6
COc1ccc(/C(C)=N/N=C2/NC(=O)CC(C(=O)O)S2)cc1F (stereo not drawn),5,2,-2,-1,7,-3,10,11,-8,2
NC(=O)c1ccccc1NC(=O)/C=C/c1c(Cl)cccc1Cl,-4,7,3,0,-5,0,-6,-18,-7,-3
CCOc1ccc(N(CC(=O)Nc2c(C)n(C)n(-c3ccccc3)c2=O)S(=O)(=O)c2ccc3c(c2)N(C(=O)C2CCC2)CC3)cc1,-4,/,/,-1,5,3,4,-4,2,-1
Cc1ccc(-n2c(SCC(=O)Nc3ccc4c(c3)OCCO4)nnc2-c2ccccn2)cc1,6,/,/,4,3,-2,-5,-4,0,1
Cc1ccc2c(CC(=O)NC3CCS(=O)(=O)C3)coc2c1C (stereo not drawn),1,16,10,-2,-2,2,-8,-6,-9,-4
O=C(CSCC(=O)N1CCCc2ccccc21)Nc1nc(-c2ccccc2)cs1,-4,0,-3,3,6,7,3,-19,0,-5
CCOC(=O)c1cc2cc(C)ccc2[nH]1,-1,1,17,-29,-46,-14,-7,0,-34,1
O=C(NCc1ccccc1)C1=C[C@H](c2ccc(C(F)(F)F)cc2)C[C@H](OCc2ccc(CO)cc2)O1,-13,7,2,7,17,14*,-25,-22,14*,-9
Cc1ccc(S(=O)(=O)N2C[C@H]3n4c(=O)ccc(=O)n4C[C@H](OC(=O)NCc4ccco4)[C@@]3(O)C2)cc1,2,-2,10,3,-9,-4,4,7,-1,0
Cn1c(Cc2ccccc2)[n+](C)c2ccccc21,-5,6,-5,0,4,-2,13,2,-4,2
Cc1ccc(-n2nnc3c(=O)oc4ccccc4c32)cc1,2,1,4,2,4,-1,-3,-3,3,-8
Cc1ccc(-c2cc(C(=O)NN=Cc3ccc(-c4ccccc4)cc3)[nH]n2)cc1,1,/,/,0,-4,0,-5,2,-2,-6
O=[N+]([O-])c1cc2c(cc1/C=N/n1c(-c3ccccn3)n[nH]c1=S)OCO2,-2,5,-2,-3,-6,-3,4,10,-3,10
CCc1cccc(N(C(=O)c2csnn2)C(C(=O)NC(C)(C)CC)c2ccccn2)c1 (stereo not drawn),-4,17,15,2,2,1,3,3,2,-5
O=C(c1ccc(Cl)c(Cl)c1)N1CCC(=O)N(C(COCc2cccc(Cl)c2)Cc2ccccc2)CC1 (stereo not drawn),-6,7,15,5,29*,13*,-12,-11,1,3
Cc1cc(C)cc(OCC(=O)Nc2ccccc2C(=O)N2CCOCC2)c1,5,11,-4,8,2,1,4,0,-3,-4
O=C(Nc1cccc2ccccc12)ON=C1CCCCC1,11,1,-5,-126,-320,-99,2,-4,-170,0
COCCNc1cc(N)c([N+](=O)[O-])cc1[N+](=O)[O-],-3,13,4,7,3,5,-8,-4,6,-7
COc1cccc(C(=O)OCC(=O)c2c(N)n(C)c(=O)n(C)c2=O)c1,4,1,-9,4,-1,-2,16,4,3,-3
O=C(CSC1CC(=O)N(CCc2ccccc2)C1=O)Nc1ccc(Cl)cc1 (stereo not drawn),4,-9,-8,5,16,6,-16,3,10,-5
Cc1cc(NCCCN(C)C)n2c(nc3ccccc32)c1C#N,10,7,-8,i,i,i,-6,1,i,2
CCOc1ccc(NC(=O)C23CC4CC(C2)CC(c2ccccc2)(C4)C3)cc1,1,6,-17,0,15,2,1,-1,2,-1
CCN1CCN(C(=O)C2CCN(C(=O)c3cc4sccc4n3CC)CC2)CC1,0,15,18,-1,-17,-2,2,1,-2,0
Cc1cc(CNC(=O)Cc2ccc(F)cc2)c2ccccc2n1,-7,-2,1,0,-3,-1,2,-3,-13,6

# By substructure, those above containing a nitro group on carbon (3)
SMILES,Tn6 DDE FP,ARFGAP1 inhibitor,ASAP1 inh,PLCg1 inh,ADAM10 inh,ADAM17 inh,TDP2 inh,SIAE primary,PLC-beta3 inh,Tn7 DDE FP
COc1ccccc1NS(=O)(=O)c1cc([N+](=O)[O-])ccc1N/N=C/c1c(C)[nH]c2ccccc12,-1,10,-3,-8,6,-2,6,6,-10,-3
O=[N+]([O-])c1cc2c(cc1/C=N/n1c(-c3ccccn3)n[nH]c1=S)OCO2,-2,5,-2,-3,-6,-3,4,10,-3,10
COCCNc1cc(N)c([N+](=O)[O-])cc1[N+](=O)[O-],-3,13,4,7,3,5,-8,-4,6,-7

# Reformatted with tabs: entries from further up
smiles	Tn6 DDE FP	ARFGAP1 inhibitor	ASAP1 inh	PLCg1 inh	ADAM10 inh	ADAM17 inh	TDP2 inh	SIAE primary	PLC-beta3 inh	Tn7 DDE FP
CCc1cccc(N(C(=O)c2csnn2)C(C(=O)NC(C)(C)CC)c2ccccn2)c1 (stereo not drawn)	-4	17	15	2	2	1	3	3	2	-5
O=C(c1ccc(Cl)c(Cl)c1)N1CCC(=O)N(C(COCc2cccc(Cl)c2)Cc2ccccc2)CC1 (stereo not drawn)	-6	7	15	5	29*	13*	-12	-11	1	3

# (cont.)
SMILES,Tn6 DDE FP,ARFGAP1 inhibitor,ASAP1 inh,PLCg1 inh,ADAM10 inh,ADAM17 inh,TDP2 inh,SIAE primary,PLC-beta3 inh,Tn7 DDE FP
CCOCCn1c(=NC(=O)c2cc3ccccc3oc2=O)sc2cc(S(N)(=O)=O)ccc21,5,13,-3,-1,-10,-2,8,-7,-7,8
CCSc1nc2ccccc2n1Cc1nc(N)nc(N(C)C)n1,2,-9,10,3,7,1,4,5,2,-4
OC(c1ccc(Cl)cc1)C(CN1CCOCC1)c1ccccc1 (stereo not drawn),-2,-9,-5,-1,4,-6,4,2,-1,8
CC1CCN(CC(=O)c2cccs2)CC1,-5,2,10,8,-3,2,-19,-3,-5,-2
Cc1nc(NC(=O)/C=C/c2ccc(C(C)(C)C)cc2)sc1C(=O)N(C)C,-5,-6,9,-3,-1,-4,-1,1,3,-1
C=C(C)COc1ccc(-c2ncnc(C(F)(F)F)c2-c2ccc(OC)cc2)c(O)c1,10,5,0,1,1,0,4,-3,-4,1
COC(=O)c1ccc(Nc2nc(N3CCOCC3)nc(N3CCOCC3)n2)cc1,1,-1,-5,0,2,3,-2,-9,-4,6
CC(C)c1cc2c(c(O)c1O)[C@@]13CCCC(C)(C)C1CC2OC3=O (stereo partly drawn),-3,14,12,4,4,4,-4,20*,3,0
COc1ccc(NC2CCCN(C(=O)CCCn3cncn3)C2)cc1 (stereo not drawn),-2,-8,-1,6,-9,0,-2,2,-8,-6
Cn1ncc([N+](=O)[O-])c1C(=O)Nc1ccc(-c2nc3ccccc3o2)cc1,-2,-4,-7,3,3,1,-1,-1,3,2
CC1CCN(CC(=O)N2CCc3ccccc32)CC1,-7,-5,-1,1,2,0,-18,11,-4,-6
NS(=O)(=O)c1ccc(CCNC(=O)C2(S(=O)(=O)c3ccc(Cl)cc3)CC2)cc1,2,-2,3,1,-3,-3,10,2,-6,-4
COc1ccc(/C=N/c2nc3ccccc3n2CCN2CCCCC2)cc1OC,-11,-5,-3,4,3,0,4,3,3,-1
CCN(C(=O)COC(=O)c1cccn1C)C1CCS(=O)(=O)C1 (stereo not drawn),0,7,5,0,-7,-2,-9,-1,4,1
Cc1nonc1CC(=O)NC1CCCc2c1cnn2-c1ccc(F)cc1F (stereo not drawn),-2,-15,-6,-2,-4,-1,5,1,-4,1
O=C1C(C=NCC2CCCO2)=C(O)c2ccccc21 (stereo not drawn),9,-2,-3,-34,11,5,-15,-2,-44,-7
Cc1cc(NC(=O)/C=C/c2ccccc2)c(C(C)C)cc1O,8,12,-2,2,-12,-2,-1,1,-2,7
COc1ccc(OC)c(-n2c(SCC(C)=O)nnc2-c2cccc(S(=O)(=O)N(C)C)c2)c1,-9,5,-6,3,6,4,-5,13,1,8

# Screens deposited in PubChem by The Scripps Research Institute Molecular Screening Center.
